# Screens: PubChem BioAssay, several laboratories
# AID2073 = inhibitors of Mint1-CaV2.2 protein interaction, biochemical, HTRF (AID 2073); HTRF protein-protein interaction, Mint1-CaV2.2; higher % means a stronger effect; one-dose inhibition, % at 20 µM; IC50 in µM for titrated hits; 290,000 tested, 0.19% active; in the data active = inhibition mostly above about 51%, no sharp cut-off; inconclusive = no clear call, values can overlap the other calls; inactive = mostly below about 53%; also: some results filed as inactive read as strong as hits
# KOR beta-arrestin-1 = KOR agonists, beta-arrestin recruitment, primary screen, cell-based, luminescence, uHTS (AID 1777). Kappa-type opioid receptor (Homo sapiens). KOR beta-arrestin recruitment, luminescence; higher % means a stronger effect. one-dose activation, % at 10 µM; EC50 in µM for titrated hits. 280,000 tested, 0.02% active; in the data active = activation above about 50%, passing the limit was not always enough; also: a part of the inactive calls stands beside numbers as strong as those of hits
# Dynein cargo inh = inhibitors of GR-EGFP nuclear translocation, primary screen, dynein cargo transport inhibitor project, imaging, high-content, 3617.4 mouse cells | test concentration mostly 20 µM; stimulated with dexamethasone, 1 µM; hits give low values | z-score, hits read low | 220,000 tested, 0.47% active | AID 1381, 2008;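 active = plate z-score of nuclear minus cytoplasmic receptor signal below a set negative limit, without overly bright fluorescence or cell loss, cut at about -3.5 in these data, passing the limit was not always enough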;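 also: z-score of nuclear minus cytoplasmic ring GR-EGFP intensity difference per well; some compounds called inactive have numbers as strong as hits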
#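 Buffer or medium: tet-free medium with charcoal-stripped serum / Also added: dexamethasone agonist, 1.0 µM final, for 30 min / Timing: induction 48 h, compound 1 h, agonist 30 min / Measured by: high-content fluorescence imaging after fixation / Read-out: nuclear-to-cytoplasmic GR-EGFP distribution per well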
# NOD1 NF-kB reporter = NOD1 signaling inhibitors, primary screen, cell-based, luminescence, uHTS (AID 1578); NOD1-driven NF-kB luciferase reporter cells, luminescence; higher % means a stronger effect; inhibition, % at 4 µM, or EC50 in µM where a hit was titrated; 290,000 tested, 1% active; in the data active = inhibition mostly above about 36%, no sharp cut-off; inactive = mostly below about 34%;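 also: HEK-293T reporter cells stimulated with the NOD1 agonist gamma-tri-DAP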
# KOR beta-arrestin-2 = KOR antagonists, beta-arrestin recruitment, cell-based, luminescence, uHTS (AID 1778). Kappa-type opioid receptor (Homo sapiens). KOR beta-arrestin recruitment, luminescence, antagonist mode; higher % means a stronger effect. inhibition, % at 10 µM; hits with a dose series show IC50 in µM. 290,000 tested, 0.091% active; also: strong numbers were not always called active
# M1AAP inhibition = P. falciparum M1AAP inhibitors, biochemical, fluorogenic H-Leu-NHMec substrate, 1536-well (AID 1445); recombinant M1AAP, H-Leu-NHMec fluorogenic kinetic assay; higher % means a stronger effect; 220,000 tested, 0.42% active; Aminopeptidase N (Plasmodium falciparum (isolate 3D7)); one-dose inhibition, % at 30 µM; IC50 in µM for titrated hits;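 active = primary inhibition above the hit cutoff, then over 50% inhibition at one or more dose response concentrations, cut at about 23% in these data, passing the limit was not always enough; inconclusive = conflicting primary data, or primary hits not chosen for dose response; inactive = low primary inhibition, or under 50% at every dose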;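 also: plate controls were DMSO full reaction for no effect and no enzyme background for full effect; strong numbers were not always called active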
# GPR55 activation = GPR55 agonists via beta-arrestin recruitment, primary screen, imaging, U2OS cells, beta-arrestin-GFP redistribution (AID 1961); activation, % at 10 µM, or EC50 in µM where a hit was titrated; U2OS GPR55 beta-arrestin-GFP redistribution imaging; higher % means a stronger effect; 290,000 tested, 0.048% active; G-protein coupled receptor 55 (Homo sapiens);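 active = activation above 40% with more than 50 cells counted in the well; inconclusive = wells holding fewer than 50 cells, flagged as toxic or sparse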;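 also: U2OS osteosarcoma cells stably expressing GPR55 and beta-arrestin-GFP; plate controls were DMSO negative control for no effect and LPI positive control for full effect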
# NOD2 inhibition = NOD2 signaling inhibitors, cell-based, luminescence, uHTS, HEK293 (AID 1566); HEK293 NOD2/NF-kB luciferase reporter, luminescence; higher % means a stronger effect; inhibition, % at 4 µM; hits with a dose series show EC50 in µM; 290,000 tested, 0.63% active; also: many of its hits are not listed in these tables
# P. falciparum M17LAP = P. falciparum M17LAP inhibitors, primary screen, biochemical, fluorogenic H-Leu-NHMec substrate, 1536-well (AID 1619) | 220,000 tested, 0.38% active | recombinant M17LAP, H-Leu-NHMec fluorogenic kinetic assay; higher % means a stronger effect | Leucine aminopeptidase (Plasmodium falciparum (isolate 3D7)) | inhibition, % at 30 µM, or IC50 in µM where a hit was titrated;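 active = compound inhibiting the enzyme by more than half at any dose during confirmatory dose-response retesting; inconclusive = strong single-dose inhibitors picked by rank but not retested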;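 also: plate controls were full reaction with DMSO carrier for no effect and no enzyme background for full effect; strong numbers were not always called active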
# Dynein cargo inh cytoplasmic EGFP = also measured in Dynein cargo inh; calls as there; z-score; measured here: cytoplasmic GR-EGFP intensity; hits give high values
# Dynein cargo inh nuclear GR-EGFP = further read-out of Dynein cargo inh, marked with its call; z-score; measured here: nuclear GR-EGFP intensity;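 lower value marks the stronger effect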
# Dynein cargo inh cell count = recorded beside Dynein cargo inh, whose call it bears; z-score; measured here: cell count per field
# Starred values were filed as active, the others as inactive; ? = inconclusive; nt = no result given; [ ] = remark or other dose. Rule as the data show it, unless noted: active = inhibition above about 50%; inactive = the rest. A portion of the library. The share of hits here may be higher or lower than overall.
molecule	AID2073	KOR beta-arrestin-1	Dynein cargo inh	Dynein cargo inh cytoplasmic EGFP	Dynein cargo inh nuclear GR-EGFP	Dynein cargo inh cell count	NOD1 NF-kB reporter	KOR beta-arrestin-2	M1AAP inhibition	GPR55 activation	NOD2 inhibition	P. falciparum M17LAP
COc1ccccc1OCC(=O)Nc1cc2c(cc1C(=O)O)OCCCO2	3.7%	-5.8%	nt	nt	nt	nt	-34.9%	0.7%	nt	0.5%	-5.2%	nt
Cc1c(Br)cc(C(=O)N2CCCCCC2)c(C)c1C	12.2%	-1.9%	-0.268	0.0884	0.198	0.142	20.1%	20.7%	5.9%	-0.1%	-12.6%	4.6%
O=C1O/C(=C/C(=O)N2CCOCC2)c2ccccc21	13.2%	-2.8%	0.765	-0.174	0.858	-1.53	-14.2%	-1.2%	1.7%	0.6%	5.5%	-7.5%
O=C(Cn1nnc(-c2ccccc2)n1)NNC(=O)c1ccco1	0.3%	-4.2%	0.47	-0.17	0.278	0.527	-24.9%	31.1%[20 µM]	10.2%	0.0%	-1.1%	11.4%
COc1ccc(/C=C(\NC(=O)c2ccc(OC)cc2)C(=O)NC(CCSC)C(=O)O)cc1 (centres undefined)	7.6%	0.9%	-0.19	-0.129	0.135	0.366	1.3%	-17.4%	1.2%	-0.2%	2.8%	31.8%
c1cc(-c2sc(-c3ccncc3)c(-c3ccncc3)c2-c2ccncc2)ccn1	3.2%	0.5%	0.212	-0.186	0.553	-0.93	27.3%	15.1%	7.2%	0.0%	39.2%	10.2%
CC1CCCCC1NC(=O)CSc1nnc(COc2ccccc2Cl)o1 (centres undefined)	5.0%	-0.9%	0.116	0.113	0.411	0.445	3.1%	36.4%	3.2%	-0.1%	7.9%	-11.1%
COc1ccc(CC(=O)NNC(=O)CCc2ccccc2)cc1OC	-4.1%	-0.4%	-0.428	-0.33	-0.127	0.519	-7.8%	-7.5%	1.5%	-0.3%	7.1%	-0.5%
Cc1ccc(OCc2nnc(NC(=O)c3ccco3)s2)c(C)c1	16.8%	-1.6%	1.17	0.0775	1.54	-0.799	-11.8%	5.5%	-9.5%	0.2%	-8.2%	5.3%
CC(C)n1cc(C(=O)N2CCCC(N3CCN(c4ccc(F)cc4)CC3)C2)cn1 (centres undefined)	-12.6%	0.5%	nt	nt	nt	nt	-17.0%	5.8%	nt	-0.1%	-8.8%	nt
Cc1ccc(C(=O)NC2CCN(S(=O)(=O)c3ccccc3)CC2)cc1	-0.2%	nt	0.298	-0.36	0.254	0.191	-23.1%	-14.6%[20 µM]	11.8%	-0.1%	7.7%	4.4%
Cc1ccc(N(CC(=O)NC(C)(C)C)C(=O)CS(=O)CC(=O)Nc2ccc3c(c2)OCO3)cc1 (centres undefined)	-4.0%	nt	0.921	-0.202	0.85	-0.0538	22.4%	-14.1%[20 µM]	8.9%	0.2%	4.9%	1.2%

# Shown with values under each structure: 2 of the compounds above
# Fields: AID2073	KOR beta-arrestin-1	Dynein cargo inh	Dynein cargo inh cytoplasmic EGFP	Dynein cargo inh nuclear GR-EGFP	Dynein cargo inh cell count	NOD1 NF-kB reporter	KOR beta-arrestin-2	M1AAP inhibition	GPR55 activation	NOD2 inhibition	P. falciparum M17LAP
> Cc1ccc(C(=O)NC2CCN(S(=O)(=O)c3ccccc3)CC2)cc1
 : -0.2%	nt	0.298	-0.36	0.254	0.191	-23.1%	-14.6%[20 µM]	11.8%	-0.1%	7.7%	4.4%
> COc1ccc(/C=C(\NC(=O)c2ccc(OC)cc2)C(=O)NC(CCSC)C(=O)O)cc1 (centres undefined)
 : 7.6%	0.9%	-0.19	-0.129	0.135	0.366	1.3%	-17.4%	1.2%	-0.2%	2.8%	31.8%

# More results.
molecule	AID2073	KOR beta-arrestin-1	Dynein cargo inh	Dynein cargo inh cytoplasmic EGFP	Dynein cargo inh nuclear GR-EGFP	Dynein cargo inh cell count	NOD1 NF-kB reporter	KOR beta-arrestin-2	M1AAP inhibition	GPR55 activation	NOD2 inhibition	P. falciparum M17LAP
CCC(C(=O)NC(C)CCc1ccccc1)n1nc(C)n2c(cc3occc32)c1=O (centres undefined)	-3.5%	6.6%	0.116	-0.196	0.859	0.337	-19.2%	-38.8%	2.1%	0.2%	6.9%	4.0%
Cc1cccc(N2CCN(C(=O)C3CCN(S(=O)(=O)c4cccc5nsnc45)CC3)CC2C)c1 (centres undefined)	3.3%	-2.7%	-1.17	-0.294	-0.37	0.609	-4.0%	12.7%	4.5%	-0.4%	22.5%	6.0%
CCOC(=O)c1sc(NC(=O)c2c(OC)cccc2OC)nc1C	6.9%	3.1%	-0.518	-0.237	-0.0676	0.549	-33.0%	-10.1%	2.8%	0.3%	-6.0%	2.7%
O=C(CN(Cc1ccccc1Cl)C(=O)CCC(=O)Nc1nccs1)NCC1CCCO1 (centres undefined)	4.1%	2.7%	nt	nt	nt	nt	-16.2%	-60.9%	nt	-0.4%	-2.9%	nt
Cc1ccc2oc(C(=O)N3CCCCCC3)c(C)c2c1	9.2%	-5.5%	nt	nt	nt	nt	-17.8%	34.6%	nt	-0.1%	-52.5%	nt
COc1ccc(NC(=O)c2ccc(NC3CC(=O)N(c4ccc(C)cc4C)C3=O)cc2)cc1 (centres undefined)	15.2%	0.1%	-0.733	-0.28	-0.359	0.766	-6.8%	4.0%	-2.9%	-0.2%	6.4%	-9.6%
Cc1cc(C)nc(/N=C(\N)Nc2cccc(OCc3ccccc3)c2)n1	-6.4%	2.1%	-1.21	-0.141	-0.608	0.928	-7.6%	-29.3%	5.1%	-0.1%	-22.5%	-5.1%
C=CCNC(=O)C1CCN(C(=O)c2ccc(-c3ccccc3)cc2)CC1	7.6%	nt	2.2	-0.103	1.45	-1.6	-14.8%	-12.1%[20 µM]	2.5%	0.2%	5.7%	-6.7%
OCCC1CN(Cc2ccc3cc(Cl)ccc3n2)CCN1Cc1ccsc1 (centres undefined)	6.7%	-0.6%	-0.863	-0.0496	-0.272	0.167	-9.5%	-23.8%	6.1%	0.7%	-5.1%	2.9%
COc1ccc(C(=O)Nc2cccc(NC(C)=O)c2)cc1OC	6.4%	1.3%	-0.8	-0.311	0.145	1.28	-15.3%	14.4%	17.0%	-0.2%	-2.8%	6.7%
O=C(CNC(=O)c1ccc(Br)o1)NC12CC3CC(CC(C3)C1)C2	6.2%	1.6%	nt	nt	nt	nt	-25.1%	-3.5%	nt	0.3%	1.4%	nt
CCN(CC)CCNC(=S)Nc1ccc2nc(N3CCOCC3)cc(C)c2c1	-7.9%	-0.1%	nt	nt	nt	nt	-8.0%	-12.1%	nt	0.0%	-0.2%	nt
CCOc1cccc2cc(C(=O)Nc3nccs3)c(=O)oc12	3.1%	-2.2%	-0.0374	-0.193	-0.156	0.502	-7.9%	5.1%	13.2%	-0.1%	1.4%	-1.7%
CC(C)=NNc1nc2c(c(=O)n(C)c(=O)n2C)n1CCc1ccccc1	17.8%	7.1%	1.86	0.131	1.2	-1.28	10.2%	-16.7%	-0.9%	1.9%	19.3%	-1.4%
O=C(O)CCCCCNC(=O)c1ccccc1	-5.3%	-1.2%	-0.791	-0.336	-0.172	0.724	15.4%	0.4%	-2.8%	-0.1%	5.6%	16.2%
CCC(C)NS(=O)(=O)c1cc2c3c(c1)CCN3C(=O)CC2 (centres undefined)	2.5%	4.5%	nt	nt	nt	nt	-1.7%	-44.0%	nt	0.1%	12.0%	nt
CCn1cc(C(=O)N2CCc3ccccc32)c(=O)c2cc(S(=O)(=O)N3CCOCC3)ccc21	-2.9%	0.7%	-0.373	-0.204	-0.0808	0.183	-21.8%	14.0%	5.7%	-0.1%	12.0%	6.5%
Cc1ccccc1SC1CCN(C(=O)C2CCC(=O)N(C3CC3)C2)CC1 (centres undefined)	9.7%	-2.8%	nt	nt	nt	nt	0.5%	17.0%	nt	-0.1%	19.5%	nt
O=C1CSC(c2ccccc2)N1CC12CC3CC(CC(O)(C3)C1)C2 (centres undefined)	-11.1%	6.7%	0.843	-0.0371	0.167	-0.63	10.9%	-15.9%	-4.9%	-2.3%	1.7%	-2.0%
COCCN(CCOC)c1nc(-c2ccc(C)cc2)nc2ccccc12	14.0%	8.0%	nt	nt	nt	nt	-27.6%	-16.6%	nt	0.6%	-11.8%	nt
CCOC(=O)/C(C#N)=C/c1cc2ccccc2nc1N1CCOCC1	33.4%	3.6%	1.06	-0.118	0.69	-0.775	-18.6%	18.8%	8.6%	-0.4%	21.0%	-2.9%
Cc1[nH]c(C)c(S(=O)(=O)Nc2ccc(F)cc2Cl)c1C(=O)N1CCCC1	12.7%	-4.4%	nt	nt	nt	nt	-5.5%	10.2%	nt	-0.1%	-2.6%	nt
O=C1c2[nH]nc(-c3ccccc3O)c2C(c2cccc(Cl)c2)N1CC1CCCO1 (centres undefined)	1.2%	-1.3%	-1.49	-0.339	-0.599	0.188	nt	36.2%	0.6%	0.2%	-3.7%	-6.0%
Cc1ccc(-c2nn(-c3ccccc3)cc2/C=C(\C#N)C(=O)NCc2ccccc2)cc1	11.1%	10.1%	-1.07	-0.268	-0.872	0.756	20.9%	-32.8%	?	0.2%	-25.1%	14.1%
CCSC(=S)Nc1c(C)n(C)n(-c2ccccc2)c1=O	3.1%	-13.2%	-1.29	-0.167	0.0038	-0.0192	-32.3%	19.3%[20 µM]	0.9%	-0.1%	23.6%	-6.1%
COCc1ccc(C(=O)N2CCCC(C(=O)c3ccc(SC)cc3)C2)o1 (centres undefined)	13.7%	-3.0%	nt	nt	nt	nt	-4.9%	16.4%	nt	-0.1%	12.7%	nt
CCn1c(/C=C2\C(=O)N(C(C)C)c3ccccc32)nc2ccccc2c1=O	-0.1%	3.1%	-0.106	-0.176	0.0398	0.138	-5.3%	7.7%	2.5%	0.5%	-6.6%	9.0%
COc1cc(OC)cc(C(=O)NC(C)c2cnn(-c3ccccc3C)c2C)c1 (centres undefined)	9.0%	-7.3%	-0.577	-0.303	0.113	0.679	-2.2%	-22.0%[20 µM]	4.2%	0.3%	13.3%	17.0%
